High-throughput results as filed in PubChem BioAssay.
NPR1 activator: GC-A (human) enzyme activation; activation, % at 10 µM; HEK293 GC-A cells, cGMP TR-FRET, EC30 ANP; 0% at EC30 ANP, 100% saturating ANP; P16066; 370,000 compounds, 0.14% hits; in the data active = activation above about 40%
TCR-CD3 inh: inhibitors of human TCR-CD3 interaction. TAMRA-labeled TCR probe fluorescence, biochemical. inhibition, % at 9.4 µM. 360,000 compounds, 0.37% hits; in the data active = inhibition above about 19%;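 note: recombinant mutant TCR 2C K166C tagged with TAMRA read by polarization; 0% = receptor in buffer alone and 100% = receptor with positive control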
MBD2 DNA inh: MBD2-methylated oligo binding inhibition. TR-FRET, MBD2 binding to methylated oligonucleotide. inhibition, % at 4.4 µM. 370,000 compounds, 0.31% hits; in the data active = inhibition above about 13%
GC-B act: GC-B (human) receptor activation; AID 1920062; activation, % at 10 µM; P20594; 370,000 compounds, 0.11% hits; HEK293-GC-B cells, CNP EC30, cGMP TR-FRET; 0% at EC30 CNP, 100% saturating CNP;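 active = activation at 10 µM reaching about 35% in either raw or pattern-adjusted values, limit read from the data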
Target sequence (P20594 whole entry, looked up): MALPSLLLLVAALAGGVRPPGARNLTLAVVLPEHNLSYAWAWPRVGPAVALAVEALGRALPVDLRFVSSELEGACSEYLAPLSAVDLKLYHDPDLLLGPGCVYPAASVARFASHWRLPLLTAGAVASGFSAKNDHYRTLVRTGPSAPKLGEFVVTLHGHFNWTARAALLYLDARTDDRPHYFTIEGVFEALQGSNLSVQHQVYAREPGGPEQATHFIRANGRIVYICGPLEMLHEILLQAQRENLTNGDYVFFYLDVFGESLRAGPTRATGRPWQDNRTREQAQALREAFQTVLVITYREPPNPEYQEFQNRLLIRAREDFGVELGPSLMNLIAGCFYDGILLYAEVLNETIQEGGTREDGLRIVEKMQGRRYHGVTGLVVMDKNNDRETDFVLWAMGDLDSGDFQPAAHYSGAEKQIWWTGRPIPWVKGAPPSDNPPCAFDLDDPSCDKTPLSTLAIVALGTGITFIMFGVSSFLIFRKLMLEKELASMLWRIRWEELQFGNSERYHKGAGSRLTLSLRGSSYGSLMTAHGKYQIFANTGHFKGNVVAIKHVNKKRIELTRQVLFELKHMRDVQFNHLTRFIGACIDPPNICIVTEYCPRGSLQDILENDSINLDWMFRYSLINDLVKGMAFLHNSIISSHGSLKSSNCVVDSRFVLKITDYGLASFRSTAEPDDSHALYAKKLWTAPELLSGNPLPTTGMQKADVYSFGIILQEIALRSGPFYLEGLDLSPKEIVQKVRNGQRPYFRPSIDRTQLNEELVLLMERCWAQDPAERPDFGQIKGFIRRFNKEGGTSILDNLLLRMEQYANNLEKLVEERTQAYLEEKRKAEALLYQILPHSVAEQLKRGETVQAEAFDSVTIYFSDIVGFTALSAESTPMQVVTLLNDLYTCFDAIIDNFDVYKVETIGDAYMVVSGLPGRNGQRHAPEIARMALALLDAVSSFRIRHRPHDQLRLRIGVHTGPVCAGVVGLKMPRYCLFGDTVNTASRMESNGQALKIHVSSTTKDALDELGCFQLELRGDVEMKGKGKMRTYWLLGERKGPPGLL
HTRA1 inh: blocks human HTRA1 serine peptidase | AID 504803 | recombinant HTRA1, FP-rhodamine activity-based probe, fluorescence polarization | inhibition, % at 5.96 µM | Q92743 | 340,000 compounds, 0.5% hits; in the data active = inhibition above about 36%;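 note: 0% = enzyme with DMSO and 100% = wells lacking enzyme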
rCAG RNA binder: binds r(CAG) RNA repeats | r(CAG) RNA repeat, TO-PRO-1 dye displacement fluorescence | inhibition, % at 3 µM | 370,000 compounds, 1.3% hits;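 active = inhibition above the plate cutoff, the mean of all test compounds on that plate plus 3 SD, cut at about 35% in these data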;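 note: 0% = DMSO alone and 100% = 100 µM mitoxantrone as full dye displacement; higher means more dye released from RNA so lower well fluorescence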
mABHD4 FP: ABHD4 (mouse) inhibition, primary FP screen | Q8VD66 | purified mABHD4, FP-Rh probe fluorescence polarization | inhibition, % at 8.92 µM | 370,000 compounds, 0.54% hits;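 active = inhibition exceeding the mean over every tested compound plus 3 SD, cut at about 30% in these data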;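 note: 0% = plate median of compound wells and 100% = S159A mutant with DMSO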
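assay system = mABHD4 protein | compound dosing = single nominal dose of 8.92 µM, 0.89% DMSO final | read-out basis = percent inhibition of probe binding, normalized to plate controls | schedule = Enzyme–compound pre-incubation 45 min, then probe 60 min, both 25 °C | detection = fluorescence polarization, excitation 525 nm, emission 598 nm, BODIPY TMR filters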
UHRF1 binding: human UHRF1 methylated DNA binding inhibitors; 370,000 compounds, 0.75% hits; UHRF1 binding to methylated oligo, TR-FRET; AID 687016; inhibition, % at 4.4 µM; in the data active = inhibition above about 21%;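 note: UHRF1 SRA domain binding a hemimethylated CpG hairpin DNA probe; 0% = median of test compound wells and 100% = reference inhibitor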
PRMT1 FP inh: blocks human protein arginine methyltransferase 1. AID 652257. inhibition, % at 2.79 µM. Q99873. 370,000 compounds, 1.3% hits. recombinant PRMT1, activity-based probe fluorescence polarization;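 active = inhibition above about 21% made by adding two undisclosed values, limit read from the data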
SIAE inh: human SIAE inhibition, primary screen | Q9HAT2 | AID 1053197 | 370,000 compounds, 0.69% hits | inhibition, % at 9.66 µM | SIAE FP-Rh probe binding, fluorescence polarization;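 active = inhibition above a cutoff: mean of compounds within the control limits plus 3 SD of those, cut at about 17% in these data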;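 note: 0% = plate median of compound wells and 100% = probe without SIAE protein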
The depositor's hits bear a star; nt = no result given. These rows are one share of the data (hit frequency here may not be typical).

no.	Compound	NPR1 activator	TCR-CD3 inh	MBD2 DNA inh	GC-B act	HTRA1 inh	rCAG RNA binder	mABHD4 FP	UHRF1 binding	PRMT1 FP inh	SIAE inh
1	Cc1ccc(-n2ncc3c(=O)[nH]c(SCC(=O)N4CCN(c5ccccc5)CC4)nc32)cc1	-3.5	-5.2	-4.6	-4.0	-3.1	-0.7	0.5	2.8	-1.0	0.0
2	COc1ccc(NC(=O)C2CC2)cc1NS(=O)(=O)c1ccc(F)cc1	4.0	0.9	7.3	6.5	15.0	0.7	3.6	1.7	-0.4	2.6
3	CN1C(N)=NC(=O)/C1=C/c1ccccc1F	2.6	-6.5	3.9	1.2	7.2	1.2	1.7	-1.0	-1.0	-0.4
4	Cn1c(=O)cc(N2CCN(C(=O)c3ccco3)CC2)[nH]c1=O	4.5	-0.3	-0.6	7.3	2.2	0.1	1.6	-1.6	2.4	4.4
5	COc1ccc(CCNC(=O)C2CC3Cn4c(nc5ccccc54)C3N2C)cc1 (stereo unspecified)	-2.0	3.9	0.2	-1.9	0.8	-2.2	10.4	-4.3	-1.6	2.2
6	CN(CC(=O)Nc1cccc(F)c1)C(=O)c1cccc(N2C(=O)CCC2=O)c1	1.9	2.0	-4.7	1.5	7.1	1.1	4.1	-3.0	-1.7	-2.1
7	COc1cc(-c2cc(=O)c3ccccc3o2)ccc1O	-1.2	6.1	-4.3	-17.6	-19.4	4.3	3.7	-9.8	-1.0	-6.0
8	NC(=NCCc1ccccc1)NS(=O)(=O)c1ccc(F)cc1	-2.3	2.0	0.0	7.3	2.8	-1.3	3.3	-0.5	2.1	1.3
9	CC(Oc1ccc(Br)cc1)C(=O)NCC(c1ccco1)N1CCCCC1 (stereo unspecified)	-2.8	2.7	4.9	-7.7	-7.9	-6.4	-3.7	-2.1	-4.7	1.5
10	Cc1cccn2cc(CNC(=O)c3ccco3)nc12	1.8	0.5	-2.0	-9.6	-1.3	2.2	-2.1	-0.9	-0.2	-3.6
11	Cc1ccccc1C(=O)Oc1ccccc1N1C(=O)C2CC=CCC2C1=O (stereo unspecified)	2.3	-2.4	-2.0	-0.4	-11.7	-4.7	9.5	-1.4	-0.2	-4.8
12	CCCCCCCCN1C(=O)[C@@H](CC(=O)NCc2cccc(C(F)(F)F)c2)C[C@@]2(C(=O)OC)C1=C[C@H](C(C)(C)C)O[C@@H]2C	3.1	1.5	-0.7	12.1	nt	-0.5	1.3	-0.8	0.5	5.8
13	Nc1c(C(=O)c2cccs2)sc2nsc(SCCN3CCCCC3)c12	11.9	-15.2	1.2	-2.4	-4.8	0.7	-16.1	-5.2	25.1*	-11.7
14	CSc1nc(N2CCOCC2)c2ccccc2n1	9.2	9.9	-0.1	0.8	2.0	-2.2	-2.3	-1.8	-2.6	11.6
15	O=C(COc1ccc2ccccc2c1Br)Nc1ccncc1	-4.9	-2.2	-4.0	4.8	-16.9	2.5	1.5	3.1	4.5	0.1
16	Cc1ccc(C)c(S(=O)(=O)Nc2ccc3cn[nH]c3c2)c1	-1.5	-0.9	3.0	-2.1	-10.0	1.2	-22.7	0.1	1.7	1.1
17	COc1ccc(CCNC(=O)CNC(=O)Cn2ccc3ccccc3c2=O)cc1OC	-0.4	-9.0	0.1	-2.0	5.4	-3.2	5.5	1.2	-1.3	-1.7
18	CC(C)(C)OC(=O)N1CCC[C@H]1C(=O)N/N=C/c1ccc2ncccc2c1	-2.0	-4.9	-0.5	-2.8	7.3	-3.8	-1.9	-0.3	3.5	-1.3
19	O=C(NCCCN1CCOCC1)c1ccc(-n2nc(C(F)(F)F)cc2-c2cccs2)cc1	1.4	2.6	-5.1	-5.5	-1.4	-10.6	0.5	0.2	1.7	2.2
20	CCCC(=O)Nc1nnc(Cc2ccccc2)s1	3.0	10.4	1.8	7.7	-4.0	0.3	3.4	0.2	0.8	-0.2
21	Cc1ccc(C)c(N2CCN(C(=O)CCCn3c(=O)c4cccn4c4cccnc43)CC2)c1	-7.2	4.0	5.5	13.7	-26.8	-3.3	-10.1	-1.4	-7.0	-14.2
22	O=C(C1=C[C@H](c2csc3ccccc23)C[C@H](OCCCCO)O1)N1CCN(Cc2ccc3c(c2)OCO3)CC1	-4.8	6.0	-2.0	-5.8	-29.4	1.3	-5.8	2.0	-2.6	-4.6
23	CCN(CC)C(=O)C1CCCN(c2ccc([N+](=O)[O-])cc2[N+](=O)[O-])C1 (stereo unspecified)	0.1	-2.8	-2.8	2.3	-11.6	-3.1	-0.4	-2.2	-1.8	-3.5
24	Cc1cc(F)ccc1S(=O)(=O)N1CCCOC1CNC(=O)C(=O)NCc1cccnc1 (stereo unspecified)	2.5	3.4	0.8	1.1	-4.2	-5.6	-2.9	-2.3	-2.6	3.5
25	CCOC(=O)[C@H]1[C@H]2COc3ccc(Cl)cc3[C@@H]2N2C(=O)c3ccc(F)cc3NC(=O)[C@@]12C	-1.2	-2.4	5.3	-4.2	-28.8	8.3	-8.4	0.2	1.0	-8.0

Shown with values under each structure: entries from further up.
Each structure is followed by: NPR1 activator	TCR-CD3 inh	MBD2 DNA inh	GC-B act	HTRA1 inh	rCAG RNA binder	mABHD4 FP	UHRF1 binding	PRMT1 FP inh	SIAE inh
4	Cn1c(=O)cc(N2CCN(C(=O)c3ccco3)CC2)[nH]c1=O
 : 4.5	-0.3	-0.6	7.3	2.2	0.1	1.6	-1.6	2.4	4.4
5	COc1ccc(CCNC(=O)C2CC3Cn4c(nc5ccccc54)C3N2C)cc1 (stereo unspecified)
 : -2.0	3.9	0.2	-1.9	0.8	-2.2	10.4	-4.3	-1.6	2.2
6	CN(CC(=O)Nc1cccc(F)c1)C(=O)c1cccc(N2C(=O)CCC2=O)c1
 : 1.9	2.0	-4.7	1.5	7.1	1.1	4.1	-3.0	-1.7	-2.1
7	COc1cc(-c2cc(=O)c3ccccc3o2)ccc1O
 : -1.2	6.1	-4.3	-17.6	-19.4	4.3	3.7	-9.8	-1.0	-6.0
8	NC(=NCCc1ccccc1)NS(=O)(=O)c1ccc(F)cc1
 : -2.3	2.0	0.0	7.3	2.8	-1.3	3.3	-0.5	2.1	1.3
9	CC(Oc1ccc(Br)cc1)C(=O)NCC(c1ccco1)N1CCCCC1 (stereo unspecified)
 : -2.8	2.7	4.9	-7.7	-7.9	-6.4	-3.7	-2.1	-4.7	1.5
10	Cc1cccn2cc(CNC(=O)c3ccco3)nc12
 : 1.8	0.5	-2.0	-9.6	-1.3	2.2	-2.1	-0.9	-0.2	-3.6
11	Cc1ccccc1C(=O)Oc1ccccc1N1C(=O)C2CC=CCC2C1=O (stereo unspecified)
 : 2.3	-2.4	-2.0	-0.4	-11.7	-4.7	9.5	-1.4	-0.2	-4.8

Further entries follow.
no.	Compound	NPR1 activator	TCR-CD3 inh	MBD2 DNA inh	GC-B act	HTRA1 inh	rCAG RNA binder	mABHD4 FP	UHRF1 binding	PRMT1 FP inh	SIAE inh
26	Cc1nc2ccccc2c2c(N)c3ccccc3n12	-18.7	-10.9	-4.2	-1.6	10.8	0.6	1.0	-6.2	7.4	5.1
27	Cc1ccc(-c2onc3ccc(C(=O)/C=C/N(C)C)cc23)cc1	1.7	3.0	-0.5	-2.4	-14.7	27.1	3.4	-1.8	-1.6	-17.9
28	C/C(N)=C(/C#N)C(=O)COC(=O)C1CCN(S(=O)(=O)c2cccs2)CC1	-1.7	0.6	5.5	-0.3	3.0	1.8	1.5	-0.7	-9.9	-2.7
29	Cc1cccc(C2NS(=O)(=O)N=C2N)c1 (stereo unspecified)	-0.5	3.0	-0.3	-5.6	1.2	-0.8	4.8	-0.6	-2.4	3.7
30	CC(Oc1ccccc1F)C(=O)NNC(=O)CC(C)c1ccccc1 (stereo unspecified)	-0.1	3.4	3.8	2.9	-3.2	-4.9	0.2	1.9	1.3	-0.4
31	COc1ccc(CN2CCCCCC2)c(C)c1C	-3.6	-4.7	4.6	2.8	1.6	-2.1	10.4	3.5	4.0	-3.6
32	CCC(=O)Nc1nc2ccccc2n1Cc1ccccc1C	-1.8	5.9	-4.9	9.7	-1.2	3.2	-1.9	-0.9	-0.7	1.1
33	CC(C)(C)NC(=O)Cn1c(SCC(=O)N2CCCCCC2)nc2ccccc21	2.4	-0.7	5.9	0.7	-0.1	-9.6	3.5	9.1	0.5	-1.6
34	COc1ccc(-c2nc(CS(=O)CC(=O)NC3CCCC3)c(C)o2)cc1 (stereo unspecified)	-0.6	2.6	1.3	-2.5	0.5	-2.3	1.3	0.2	1.6	-0.6
35	Cc1ccccc1C1CCC2(CC1)CCN(CC[C@@H](O)c1ccccc1)C2=O (stereo partly specified)	-2.2	nt	-0.5	-7.8	nt	nt	-13.5	4.3	-1.7	-3.2
36	COc1ccc(S(=O)(=O)c2c(C)c(NS(=O)(=O)c3ccccc3)cc(C)c2O)cc1	-0.1	2.4	-4.8	-0.2	-22.3	6.1	-11.7	-3.3	0.7	-4.1
37	COC(=O)c1ccc(NC(=O)c2ccc3nsnc3c2)cc1	0.1	5.5	-0.6	-2.7	2.7	-0.1	-6.5	-0.3	-2.4	-2.1
38	CC(Nc1cccc2ccccc12)C(=O)N/N=C/c1ccc([N+](=O)[O-])cc1 (stereo unspecified)	-3.2	-8.0	-3.0	1.8	9.2	19.3	16.5	-2.4	6.3	14.1
39	COc1ccccc1NC(=O)c1ccc(COc2ccccc2Br)o1	4.8	1.2	6.7	-0.6	-42.0	1.5	-13.6	3.0	5.5	-7.2
40	COc1ccc(CCN(CC(=O)NC2CCCC2)C(=O)Cn2nnc(-c3ccc(C)o3)n2)cc1OC	-2.1	1.9	1.2	3.7	-1.1	-5.6	-0.6	-0.7	2.4	-2.1
41	O=[N+]([O-])c1cc(C(F)(F)F)cc([N+](=O)[O-])c1NCCN1CCNCC1	-3.6	-2.6	-11.9	1.7	9.8	7.2	3.5	-7.6	-1.1	8.3
42	O=C(Nc1ccc(-n2ccc(C(F)(F)F)n2)cc1)Nc1cccc(Cl)c1	-4.3	17.4	2.2	1.7	-81.4	11.7	-93.1	5.1	4.6	-68.4
43	COc1ccccc1C(CC(=O)N1CCCC1)c1ccc2c(c1)OCO2 (stereo unspecified)	-32.2	2.7	1.0	-16.4	1.3	-7.1	-0.5	-0.7	1.2	1.6
44	CC(=O)NC(CC(=O)Nc1cc(Cl)ccc1-n1cncn1)c1ccccc1 (stereo unspecified)	-2.0	-4.2	-5.2	-2.6	-1.1	-1.2	3.5	-4.2	-3.4	11.7
45	O=[N+]([O-])c1cn(Cc2ccc(Cl)cc2)cn1	5.1	1.6	0.2	0.2	-1.5	1.2	6.2	-2.0	1.1	-2.6
46	CC(C)(C)CC(=O)NCCCCCCNC(=O)CC(C)(C)C	-0.3	0.5	-2.0	1.4	5.2	-3.2	-4.9	-3.5	-3.0	9.8
47	COC(=O)[C@@]12C[C@@H](CC(=O)NCc3ccc(OC)c(OC)c3)C(=O)N(Cc3ccc4c(c3)OCO4)C1=CCC(C)(C)C2	-1.8	6.4	-1.4	-1.9	nt	3.9	-2.6	0.6	-1.2	2.2
